Pf Dd2 inh – blocks in vitro growth of P. falciparum Dd2; P. falciparum Dd2 growth, SYBR Green, 72 h; actives 4.3% (n = 120,000); Potency, µM (doses to about 28.9 µM), for the others: at the highest dose activity, negative = inhibition, hits mostly inhibitors; AID 1347417; active = well fitted inhibition curve with a large enough effect; inconclusive = small, poorly fitted or top-dose-only effect; inactive = no such curve, though single readings can be large or run the other way;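 note: plate controls were DMSO vehicle for no effect and reference drug for full effect; nearly all actives have a fitted effect of over 65% in size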
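Infected erythrocytes (Dd2, 0.3% parasitemia, 2.5% hematocrit final) are added to compound in RPMI-1640/Albumax II medium, grown 72 h at 37C in low oxygen, then lysed with saponin/Triton-X containing SYBR Green and read by fluorescence.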
Active calls of the source: *; i = inactive; ? = inconclusive; [ ] = another dose, or the depositor's remark. Potency is the fitted concentration of half-maximal effect. Only part of the results is shown; rates above refer to the full screens.

SMILES | Pf Dd2 inh
O=C(COc1ccccc1)Nc1ccc2c(N3CCOCC3)ncnc2c1 | ?
Cc1nn(C(=O)CCC(=O)N2CCc3nc4cc[nH]n4c(=O)c3C2)c2ccccc12 | -11%[5.79 µM]
CC(=O)c1ccc(NS(=O)(=O)c2ccc3[nH]c4c(c3c2)CCCC4)cc1 | 63%[activator]
c1ccc(CCN2CCNc3cc(NCCN4CCOCC4)ncc3C2)cc1 | -4%[44.1 µM]
Fc1ccc2nc(CO[C@H]3CN(Cc4ccccn4)C[C@H]3F)[nH]c2c1 | ?
COCCN1C(=O)c2ccccc2C(C(=O)NCc2ccc(F)cc2)C12CCCC2 (stereo not drawn) | -19%
Cc1nn2c(c1-c1ccccc1Oc1ccccc1)N(Cc1cccc(C#N)c1)CCC2 | -9%[44.1 µM]
CCC(CC)C(=O)Nc1nc2c(s1)CC(C)CC2 (stereo not drawn) | 9%
COC(=O)c1sccc1NC(=O)N1[C@H]2CC[C@@H]1c1cncnc1C2 | -14%
CNC(=O)N1CCC(C2CCN(S(=O)(=O)c3cc(F)ccc3C)C2)CC1 (stereo not drawn) | i
Cc1nn(-c2ccccc2)c(-n2cccc2)c1C(=O)NCCCN1CCN(c2ccccc2F)CC1 | ?
Cc1noc(C)c1NC(=O)N[C@@H]1C[C@H](Cn2cc(CN3CCS(=O)(=O)CC3)nn2)[C@@H](O)[C@H]1O | 12%
COc1cc2nc(NC(=O)c3ccc(S(=O)(=O)N4CCOCC4)cc3)sc2cc1OC | -3%
CC(C)(C)CN[C@@H]1CO[C@H](CNS(=O)(=O)c2ccccc2)[C@H]1O | ?
CCC(C)NC(=O)C1COC2(CCN(C(=O)c3cccc(OC)c3)CC2)N1C(=O)c1ccccc1C (stereo not drawn) | -17%
CC(C)c1ccc(C(=O)N2CC(C(=O)NCCc3ccncc3)C3(CCOCC3)C2)cc1 (stereo not drawn) | -10%
CN(C)c1ccc(CN2CCC3(C2)C(=NC2CCCCC2)NC(=O)N3c2cccnc2)cc1 (stereo not drawn) | ?
COc1cccc(CNC(=O)C2CCN(C(=O)c3ncn4c3COC(c3ccccc3)C4)CC2)c1 (stereo not drawn) | ?
O=C(O)CCCC(=O)N1CCN2C(=O)c3cc(Br)ccc3NC(=O)[C@@H]2C1 | 5%[44.1 µM]
COc1cc(-c2noc(-c3nc(-c4ccc(C)cc4)no3)n2)cc(OC)c1OC | 12%
CCc1noc(-c2ccn3c(CNC(=O)c4ccncc4)nnc3c2)n1 | -16%
O=c1[nH]c(N2CCOCC2)nc2c1CCN(Cc1cccc(Cl)c1F)CC2 | ?
COc1ccc(NC(=O)c2ccc3c(=O)n4nc(Nc5ccccc5C)sc4nc3c2)cc1 | -10%
COc1cccc(N2C(=O)NC(=NC3CCCC3)C23CCN(C(=O)c2ccccc2F)C3)c1 (stereo not drawn) | -6%
Nc1nccc(N2C[C@H]3CN(C(=O)C4CCC4)C[C@@]3(C(=O)O)C2)n1 | -6%
O=C(O)CSCC(=O)N[C@H]1C[C@H]2C(=O)Nc3ccc(-c4cccs4)cc3C(=O)N2C1 | ?
CC(C)c1noc(-c2cn(C3CCCN(C(=O)c4ccc(F)cc4Cl)C3)nn2)n1 (stereo not drawn) | i
O=C(c1cccc(Cl)c1)N1CCC(N2CC3CCCN3C2=O)CC1 (stereo not drawn) | 20%
COc1ccc(CNC(=O)c2cccc(NC(=O)N3CCSc4ncccc43)c2)cc1 | i
O=C1CCN(S(=O)(=O)c2ccccc2)CCCN(C(=O)c2ccc3ccccc3n2)CCN1 | 11µM*
Cn1cnnc1CC1CCN(C(=O)CCc2nc3ccccc3[nH]c2=O)CC1 | ?
CC(=O)c1cccc(NC(=O)c2nc(-c3ccccc3)n(-c3cccc(C)c3)n2)c1 | ?
CC(C)c1cc(NCCc2nc(N)cc(=O)[nH]2)n2nccc2n1 | 9%
COc1cccc(-n2nnc3c(sc4nc(C)cc(C)c43)c2=O)c1 | 17%
NC(=O)Cc1c[nH]c2ncc(-c3cccc(C(F)(F)F)c3)cc12 | ?
COc1ccccc1Nc1ncc2c(n1)CN(C(=O)COc1ccccc1)CCN2 | 9%[44.1 µM]
O=C(CCc1ccccc1)N1CCC[C@H]1c1nc(-c2ccccc2)no1 | 16%
COc1ccc(F)cc1S(=O)(=O)N1CCCC(Cn2c(C)nc3cccnc32)C1 (stereo not drawn) | ?
COC(=O)c1cccc(-c2nc(C3CC(=O)N(c4ccc(Cl)cc4)C3)no2)c1 (stereo not drawn) | 86%[activator]
CCc1nc2nc(C)cc(Nc3cc(Cl)ccc3C)n2n1 | -27%

Fetched by compound from the entries so far (three):
SMILES | Pf Dd2 inh
CCc1nc2nc(C)cc(Nc3cc(Cl)ccc3C)n2n1 | -27%
COc1ccc(F)cc1S(=O)(=O)N1CCCC(Cn2c(C)nc3cccnc32)C1 (stereo not drawn) | ?
NC(=O)Cc1c[nH]c2ncc(-c3cccc(C(F)(F)F)c3)cc12 | ?

(continued)
SMILES | Pf Dd2 inh
CC[C@@H]1[C@@H](NC(=O)CCCn2nnc(-c3ccc(F)cc3)n2)[C@@H]2CCO[C@H]12 | -13%
CCc1ccccc1NC(=O)Cn1cc(C(=O)c2ccc(Cl)cc2)c(=O)c2ccc(C)nc21 | -6%
COc1ccc(NC(=O)Cn2c(N3CCc4ccccc4C3)nc(C)cc2=O)cc1OC | -17%
CCOc1ccc2oc(=O)cc(CN3CCN(C(=O)c4ccc(F)cc4)CC3)c2c1 | i
Cc1occc1C(=O)N[C@@H]1CN(S(C)(=O)=O)C[C@H]1CN(C)C | 4%
COCC(=O)NC[C@@H]1C=C(C)[C@H](CC(=O)Nc2ccccn2)C[C@H]1C(C)C | -7%[44.1 µM]
CNC(=O)[C@@H]1CN(C(=O)c2ccc(F)cn2)C[C@H]1COC | ?
COc1ccc(CCC(=O)NC2CC(=O)N(c3ccccc3)C2)cc1 (stereo not drawn) | i
CC(C)(C)OC(=O)N1CCC(c2c(C(=O)NCc3cccs3)cnn2-c2cccc(F)c2)CC1 | 7.9µM*
Cc1ccc(C2c3[nH]c4ccccc4c3CCN2C(=O)c2ccc(N(C)C)cc2)cc1 (stereo not drawn) | ?
Cc1cn2c(=O)cc(COC(=O)c3ccc(NC(=O)COc4ccccc4F)cc3)nc2s1 | 40%[activator]
O=C(c1cccc(OC2CN(Cc3ccc(F)cc3F)C2)c1)N1CCCC1 | ?
COc1ncccc1C(=O)N1CCc2onc(-c3cccc4ccccc34)c2C1 | -20%
COc1ccc(C2(c3nc(C4CC(=O)N(c5ccc(C)cc5)C4)no3)CC2)cc1 (stereo not drawn) | ?
Cc1nc(CN2CCC3(CC2)CC(c2ccccc2)C(=O)N(C2CC2)C3)no1 (stereo not drawn) | -14%
COc1ccc(N2Cc3cccc(C(=O)Nc4ccc(C(C)C)cc4)c3C2=O)cc1 | -9%
O=C(COc1ccccc1)N1CCC(O)(c2csc(CN3CCOCC3)n2)CC1 | 16%[44.1 µM]
CCOC(=O)CCCN1C(=O)CCn2nc(-c3cn(C)c4ccccc34)cc21 | -5%
CCOc1ccccc1C(=O)N1CCC(Oc2ncccc2C(=O)N2CCCCC2)C1 (stereo not drawn) | ?
Cc1cccc(OCC(=O)NCc2nnc3ccc(-c4ccccc4)nn23)c1 | i
COc1ccc(-c2cc(N3CCCC(NC(=O)c4ccc5cc[nH]c5c4)C3)n[nH]2)cc1 (stereo not drawn) | ?
O=C(NCc1nnc2ccc(-c3ccccc3)nn12)c1cc2ccccc2[nH]1 | i
CN1CCC(N2CC[C@H](c3nc4ccccc4s3)C2)CC1 | -17%[44.1 µM]
O=C(c1ccno1)N1CCN2C(=O)N(Cc3ccc(F)cc3)C[C@H]2C1 | 23%[44.1 µM]
COc1ccc(OC)c(CCNC(=O)Cn2ccc3cc(S(=O)(=O)N4CCCCC4)ccc32)c1 | ?
COc1ccc(N2CC(C(=O)N3CCC(C(=O)NCCCc4ccccc4)C3)NC2=O)cc1 (stereo not drawn) | ?
COCCOC1CCOC2(CCN(C(=O)c3ccc(OC)cc3)CC2)C1 (stereo not drawn) | i
COCCCNC(=O)c1ccc(Cn2c(=O)c3ccccc3n(CC(N)=O)c2=O)cc1 | 16%
COc1ccc(S(=O)(=O)n2nc(C)c(S(=O)(=O)N3CCCCCC3)c2C)cc1OC | 7%
CSCC(=O)N1CC[C@H](NC(=O)Nc2ccc(F)cc2F)[C@H]1C(=O)N[C@@H](Cc1cccs1)C(N)=O | 12%
COc1ccc(CNC(=O)[C@@H]2CCC[C@@H](NCc3cccc(Cl)c3)CN(C)C(=O)C2)cc1 | i
Cc1noc(C)c1S(=O)(=O)NC1CCN(C(=O)N2CC3CC(C2)[C@H]2CCCC(=O)N2C3)CC1 (stereo partly drawn) | -14%
COc1ccc(NC(=O)Cn2c(=O)n(Cc3ccccc3)c(=O)c3sc4ccccc4c32)cc1 | -17%
O=C(NC1CCN(C(=O)N2CC3CC(C2)[C@H]2CCCC(=O)N2C3)CC1)C1CCCCC1 (stereo partly drawn) | 5%
Cc1ccc(C(C(=O)O)N2CCC(CCN3CCCC3=O)CC2)cc1C (stereo not drawn) | -5%
Cc1cc(Nc2cccc(Cl)c2)nc2ccc(NC(=O)COc3ccc(Cl)cc3)cc12 | ?
Cc1ccc(Cl)cc1NC(=O)C(C)n1nnc2sc(-c3ccccc3)cc2c1=O (stereo not drawn) | 44%[activator]
Cc1ccc2c(=O)cc(C(=O)Nc3sc4c(c3C(=O)NCC3CCCO3)CCC4)oc2c1 (stereo not drawn) | 45%[activator]
O=C(c1cccnc1)N1CCC2(CC1)C(=O)NN=C2C1CC1 | 11%[44.1 µM]
Cc1cccc(-c2nc(CN3CCC(C(=O)N4CCc5nc6cc[nH]n6c(=O)c5C4)CC3)c(C)o2)c1 | -8%[5.79 µM]
CC(C)NC(=O)N[C@H]1C[C@H]2C(=O)NC[C@@H](CCC(=O)N3CCc4ccccc43)N2C1 | -10%[44.1 µM]
COc1ccc(C(=O)N2CCC3(CC2)NCCc2c3[nH]c3ccc(OC)cc23)c(OC)c1 | i
COc1cccc(C(=O)Nc2cc(-c3cn4cccnc4n3)ccc2C)c1OC | ?
COCCNC(=O)c1ccc2nnc(-c3ccc(Cl)cc3Cl)n2c1 | 7%
Fc1ccc(OCCc2noc(C3CCCN3)n2)cc1 (stereo not drawn) | -22%
Cc1ccc(C(=O)N2CCC(n3cc(-c4nc(C)no4)nn3)CC2)cc1 | 32%[activator]
CC(C)Cc1cc(C(=O)N2CC(OCc3ccc(F)cc3)C2)on1 | 2%
CS(=O)(=O)Nc1ccc(C2(C(=O)N3CCN(c4ccccc4)CC3)CCCCC2)cc1 | ?
COCC1CN(C)CC12CCN(S(=O)(=O)c1ccc3c(c1)CCC3)CC2 (stereo not drawn) | ?
COCCN1CCCCC(CC(=O)Nc2cc(C)c(Cl)cc2OC)C1=O (stereo not drawn) | ?

(further entries)
SMILES | Pf Dd2 inh
COc1ccc(OC)c(NC(=O)c2c(C)oc3ncnc(N4CCOCC4)c23)c1 | ?
Cc1cccc(CC(=O)N2CCC(Cc3nc(C(C)C)no3)CC2)c1 | i
c1ccc(-c2cc(NCCCOc3cccnc3)n3nccc3n2)cc1 | ?
CC(C)CN1CC2CCC(C1)N2c1ccc(C(F)(F)F)cc1 | -2%
Cc1cc(C)cc(Nc2cc(C(=O)NCCCN(Cc3ccccc3)C(C)C)c3ccccc3n2)c1 | 12%
O=C1CO[C@H](c2ccc(NS(=O)(=O)c3cccc(F)c3)cc2)[C@@H](CO)N1C1CCOCC1 | 10%
CC(Oc1ccccc1)C(=O)N1CCCC(n2cc(-c3nc(C4CC4)no3)nn2)C1 (stereo not drawn) | -8%
CN1CC(=O)N(c2cccnc2)Cc2c(NCC3CC3)ncnc21 | -2%[44.1 µM]
COc1ccc(N(Cc2cccs2)C(=O)c2ccc(C(C)(C)C)cc2)cc1 | ?
O=C(Cn1c(=O)n(Cc2ccc(C(=O)NCc3ccc4c(c3)OCO4)cc2)c(=O)c2ccccc21)Nc1cccc(Cl)c1 | ?
CCCS(=O)(=O)NC[C@H]1C[C@@H]2CCN1C[C@@H]2c1cc(-c2ccc(OC)c(OC)c2)nc(C)n1 | i
Cc1cc(C)cc(NC(=O)C2CCN(S(=O)(=O)c3cccc4nonc34)CC2)c1 | 20%
CCCN1CCN(c2ncnc3sc(C(=O)Nc4ccc(OC(F)(F)F)cc4)c(C)c23)CC1 | 5µM*
N#Cc1ccc(C(=O)N2CCC(Cc3ccc(C(N)=O)cc3)CC2)cc1 | -15%
COCCC(=O)N[C@@H]1CN(Cc2ccccn2)C[C@H]1CN(C)C | -7%
CC(C)c1nc2c(c(-c3ccc(O)cc3)n1)CCN(Cc1ccccn1)CC2 | ?

Among those listed so far, twelve have a Cl atom.
SMILES | Pf Dd2 inh
O=c1[nH]c(N2CCOCC2)nc2c1CCN(Cc1cccc(Cl)c1F)CC2 | ?
CC(C)c1noc(-c2cn(C3CCCN(C(=O)c4ccc(F)cc4Cl)C3)nn2)n1 (stereo not drawn) | i
O=C(c1cccc(Cl)c1)N1CCC(N2CC3CCCN3C2=O)CC1 (stereo not drawn) | 20%
COC(=O)c1cccc(-c2nc(C3CC(=O)N(c4ccc(Cl)cc4)C3)no2)c1 (stereo not drawn) | 86%[activator]
CCc1nc2nc(C)cc(Nc3cc(Cl)ccc3C)n2n1 | -27%
CCc1ccccc1NC(=O)Cn1cc(C(=O)c2ccc(Cl)cc2)c(=O)c2ccc(C)nc21 | -6%
COc1ccc(CNC(=O)[C@@H]2CCC[C@@H](NCc3cccc(Cl)c3)CN(C)C(=O)C2)cc1 | i
Cc1cc(Nc2cccc(Cl)c2)nc2ccc(NC(=O)COc3ccc(Cl)cc3)cc12 | ?
Cc1ccc(Cl)cc1NC(=O)C(C)n1nnc2sc(-c3ccccc3)cc2c1=O (stereo not drawn) | 44%[activator]
COCCNC(=O)c1ccc2nnc(-c3ccc(Cl)cc3Cl)n2c1 | 7%
COCCN1CCCCC(CC(=O)Nc2cc(C)c(Cl)cc2OC)C1=O (stereo not drawn) | ?
O=C(Cn1c(=O)n(Cc2ccc(C(=O)NCc3ccc4c(c3)OCO4)cc2)c(=O)c2ccccc21)Nc1cccc(Cl)c1 | ?

Assay outcomes (PubChem)
